# Assay outcomes as filed in PubChem BioAssay.
# MEKK2wt PB1 HTS – raises or lowers MEK5 binding to wildtype human MEKK2 PB1 domain; hit rate 1.1% among 290,000; bead flow cytometry, Alexa488-MEK5 binding to MEKK2 WT; actives lie on both sides; binding response (% of control), % at 10 µM; AID 1531; Q9Y2U5; in the data active means binding response below about 67% or above about 130%
# SUMO HTRF inh – inhibitors of human SUMOylation (UBC9). HTRF SUMOylation assay, SAE1/SAE2 + UBC9, in vitro. inhibition, % at 35 µM. hit rate 0.36% among 290,000. AID 2006; in the data active means inhibition above about 50%, passing the limit was not always enough; further: strong numbers were not always called active
# Target sequence (P63279 whole entry, looked up): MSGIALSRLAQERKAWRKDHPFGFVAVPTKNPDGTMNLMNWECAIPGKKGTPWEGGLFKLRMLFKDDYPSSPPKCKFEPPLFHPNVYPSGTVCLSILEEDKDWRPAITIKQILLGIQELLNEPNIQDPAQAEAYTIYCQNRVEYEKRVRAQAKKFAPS
# GalR3 antag – human GalR3 antagonism | HEK293 GalR3-CNG cAMP membrane potential fluorescence; galR3 body fused to GalR1 C-terminus | inhibition, % at 3 µM | hit rate 0.44% among 360,000 | AID 651719;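 active means inhibition above the screen-wide average plus 3 SD, cut at about 13% in these data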;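 further: forskolin and galanin both at EC90 stimulate the cells; cAMP rise reported by CNG channel membrane potential dye signal; 0% = forskolin plus galanin with DMSO and 100% = forskolin alone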
# Target sequence (O60755 1-299 limits assumed): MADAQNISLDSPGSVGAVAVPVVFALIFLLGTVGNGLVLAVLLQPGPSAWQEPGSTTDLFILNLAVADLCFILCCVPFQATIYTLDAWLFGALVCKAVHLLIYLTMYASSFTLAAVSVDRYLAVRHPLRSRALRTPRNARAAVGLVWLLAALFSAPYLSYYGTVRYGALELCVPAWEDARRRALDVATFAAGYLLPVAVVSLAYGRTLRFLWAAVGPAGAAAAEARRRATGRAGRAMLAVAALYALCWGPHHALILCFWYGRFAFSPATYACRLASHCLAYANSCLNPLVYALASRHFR
# FID counter – fluorescent intercalator displacement, NS3 helicase counter-screen; DNA fluorescent intercalator displacement, fluorescence; inhibition, % at 7.9 µM; hit rate 0.17% among 290,000; AID 1845; in the data active means inhibition above about 37%;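 further: 0% = vehicle and 100% = reference compound; higher means more ethidium bromide displaced from hairpin DNA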
# CRFBP-R2 block – CRF-BP/CRF-R2 complex antagonism. HEK293 CRF-R2/CRF-BP, CRF-induced calcium fluorescence. inhibition, % at 11.8 µM. hit rate 0.59% among 350,000. AID 588475;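 active means inhibition of the ligand-induced calcium signal above about 50% at the single tested concentration, limit read from the data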
# MEKK3 PB1 HTS – MEKK3-MEK5 PB1 interaction, increase or decrease; Q99759; bead-based flow cytometry, Alexa488-MEK5 binding to MEKK3; actives lie on both sides; 0 = blocked by unlabeled MEK5, 100 = vehicle; binding response (% of control), % at 10 µM; hit rate 1.4% among 290,000; AID 1529;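 active means binding response more than 3 SD above or below the average of its plate-row segment, actives on both sides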;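 further: Alexa488 bead fluorescence after subtracting the streptavidin-only scavenger bead signal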
# Target sequence (Q99759 whole entry, looked up): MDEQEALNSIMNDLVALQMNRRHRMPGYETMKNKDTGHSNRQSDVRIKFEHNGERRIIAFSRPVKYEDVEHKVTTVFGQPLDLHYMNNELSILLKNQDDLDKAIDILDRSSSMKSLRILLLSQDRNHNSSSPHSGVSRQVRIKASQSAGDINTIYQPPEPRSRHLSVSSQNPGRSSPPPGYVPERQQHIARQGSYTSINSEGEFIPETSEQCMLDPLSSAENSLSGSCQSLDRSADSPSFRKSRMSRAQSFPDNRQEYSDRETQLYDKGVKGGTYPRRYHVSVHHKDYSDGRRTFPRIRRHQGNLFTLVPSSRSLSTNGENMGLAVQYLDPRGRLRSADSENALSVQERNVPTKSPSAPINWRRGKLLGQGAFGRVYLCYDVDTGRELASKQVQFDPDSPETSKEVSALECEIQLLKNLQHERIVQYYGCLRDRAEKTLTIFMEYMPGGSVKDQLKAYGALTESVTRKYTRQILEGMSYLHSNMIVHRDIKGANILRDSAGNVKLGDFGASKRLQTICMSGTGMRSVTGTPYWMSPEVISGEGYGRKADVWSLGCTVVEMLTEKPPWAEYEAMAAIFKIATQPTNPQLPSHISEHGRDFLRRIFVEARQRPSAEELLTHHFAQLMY
# CRFR2-BP ag – agonists of human CRF-binding protein/CRF-R2 receptor complex. HEK293 CRF-R2/CRF-BP, calcium dye fluorescence (FLIPR); percent of saturating CRF peptide response. activation, % at 13.2 µM. hit rate 0.46% among 350,000. AID 588473;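 active means activation of at least 50%, plus an integration ratio under a set limit after plate pattern correction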;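 further: plate controls were neutral control wells without compound for no effect and CRF at EC100 for full effect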
# MEKK2mut PB1 HTS – signal of MEK5 binding to mutant human MEKK2 PB1 domain. bead flow cytometry, Alexa488-MEK5 binding to MEKK2 mutant. percent response, % at 10 µM. hit rate 0.35% among 290,000; in the data active means percent response above about 24%, passing the limit was not always enough; further: inactives centre near 1; some results filed as inactive read as strong as hits
# HCV NS3 hel inh – inhibitors of Hepatitis C virus NS3 helicase; NS3 helicase DNA unwinding, Cy5 molecular beacon fluorescence; inhibition, % at 10.9 µM; hit rate 0.56% among 290,000; AID 1800;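 active means inhibition above the mean of all tested compounds plus 3 SD, set per campaign, cut at about 35% in these data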;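 further: 0% = DMSO wells and 100% = thioflavine S control wells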
#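 System: NS3 helicase fragment of HCV / Schedule: 1 h at 25 °C / Control set: DMSO alone as 0% and 110 µM thioflavine S as 100% / Reagent: Cy5/quencher beacon DNA duplex and ATP to start / Technique: Cy5 fluorescence / Replication: singlicate / Evaluation: % inhibition of end-to-start signal ratio versus controls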
# Numbers without * were called inactive; · = no result given; [ ] = remark or other dose. Not all compounds are listed, so the mix of outcomes need not match the whole.
SMILES,MEKK2wt PB1 HTS,SUMO HTRF inh,GalR3 antag,FID counter,CRFBP-R2 block,MEKK3 PB1 HTS,CRFR2-BP ag,MEKK2mut PB1 HTS,HCV NS3 hel inh
COC(=O)c1[nH]c2cc(OC)ccc2c1N,30*[inhibitor],-22,-4,-2,-12,18*[inhibitor],-2.5,-43,-9
O=C(CCNC(=O)Cn1ccc2ccccc2c1=O)NCCN1CCc2ccccc2C1,112,9,-3,-5,1,109,0.1,8,0
Cc1cc(NC(=O)c2cc(-c3ccc4c(c3)OCO4)on2)n(-c2ccccc2)n1,102,7,5,5,8,98,0.0,4,4
CCN(CC)CCCNC(=O)CCc1c(C)n(CC)c2cc(-c3ccccc3OC)nn2c1=O,106,16,-8,0,17,104,2.4,2,-2
Cc1cc(C(=O)Nn2c(C)nc3ccccc3c2=O)ccc1[N+](=O)[O-],94,-4,-3,4,14,93,0.0,-2,2
Cc1ccc(-c2nnc(NC(=O)c3ccco3)s2)cc1,102,1,-9,-10,-10,102,8.4,5,7
CCOC(=O)Cc1c(Cl)c2ccccc2[nH]c1=O,105,15,-3,-7,32,102,-0.5,0,4
Cc1cc2c3c(c1)C(C)CC(C)(C)N3C(=O)C2=C(C#N)C#N (stereo unspecified),98,2,3,1,8,97,-1.1,-1,-5
CN1CCN(/C=C(\C#N)S(=O)(=O)c2ccc(Cl)cc2)CC1,96,5,-3,-2,-2,101,0.0,-3,8
Cc1ccc(NC(=O)CN2C(=O)NC3(CCc4ccccc43)C2=O)cc1Cl (stereo unspecified),110,24,-1,-3,-25,111,1.8,11,-1
O=c1c2ccccc2nnn1CSc1nc2sc3c(c2c(=O)n1CC1CCCO1)CCC3 (stereo unspecified),90,10,-2,1,20,86,-3.6,-12,1
O=C(Nc1ccc(-n2ccnc2P(=O)(O)c2ccccc2)cc1)c1ccccc1Cl,99,12,-4,-35,3,97,0.5,1,-2
COc1ccc2ccccc2c1CNC(C)CCc1ccccc1 (stereo unspecified),122,8,-19,26,-3,105,0.2,4,-50
COc1ccc(CCNC(=O)c2ccc3c(c2)N(Cc2ccc(F)cc2)CCS3)cc1OC,97,-4,-6,-38,14,102,1.5,-4,-32
CC1=C(C(=O)OCc2ccccc2)C(c2ccccc2OC(F)F)NC(=O)N1 (stereo unspecified),104,-4,0,-20,-27,96,1.7,5,-4

# Five of the compounds above, as tab-separated lines.
SMILES	MEKK2wt PB1 HTS	SUMO HTRF inh	GalR3 antag	FID counter	CRFBP-R2 block	MEKK3 PB1 HTS	CRFR2-BP ag	MEKK2mut PB1 HTS	HCV NS3 hel inh
Cc1ccc(-c2nnc(NC(=O)c3ccco3)s2)cc1	102	1	-9	-10	-10	102	8.4	5	7
O=C(Nc1ccc(-n2ccnc2P(=O)(O)c2ccccc2)cc1)c1ccccc1Cl	99	12	-4	-35	3	97	0.5	1	-2
Cc1ccc(NC(=O)CN2C(=O)NC3(CCc4ccccc43)C2=O)cc1Cl (stereo unspecified)	110	24	-1	-3	-25	111	1.8	11	-1
Cc1cc(C(=O)Nn2c(C)nc3ccccc3c2=O)ccc1[N+](=O)[O-]	94	-4	-3	4	14	93	0.0	-2	2
CN1CCN(/C=C(\C#N)S(=O)(=O)c2ccc(Cl)cc2)CC1	96	5	-3	-2	-2	101	0.0	-3	8

# Later entries
SMILES,MEKK2wt PB1 HTS,SUMO HTRF inh,GalR3 antag,FID counter,CRFBP-R2 block,MEKK3 PB1 HTS,CRFR2-BP ag,MEKK2mut PB1 HTS,HCV NS3 hel inh
CCOC(=O)C1C(=O)N(O)CC1c1cccc(Oc2ccccc2)c1 (stereo unspecified),108,3,-6,-19,9,104,-0.3,-2,3
CCN(CC)S(=O)(=O)c1cccc(C(=O)N[C@H](C(=O)OCC(=O)NC(=O)NC)C(C)C)c1,106,-8,-4,-17,6,106,-0.5,5,-3
CCN(CC(=O)Nc1c(C(=O)OC)[nH]c2ccc(Cl)cc12)c1ccc2c(c1)OCO2,100,-9,-2,-7,2,107,0.9,2,-11
COc1ccc(Cc2c(O)nc(SCC(=O)c3ccc(OC)cc3)[nH]c2=O)cc1,100,3,-7,-16,20,103,-2.9,1,-4
Cc1ccc(-c2nc3sc4c(N)ncnc4c3c3c2CCCC3)cc1,97,16,-5,6,-14,101,1.9,-4,-4
Cc1nc2ccc(NC(=O)/C=C/C(=O)O)cc2nc1C,90,18,-7,-5,-11,98,0.8,-9,-6
COCCCn1c(-c2ccc(OC)cc2)nc2nc3ccccc3nc21,107,13,·,-7,·,105,·,5,-10
CCN1CCN(CCCNC(=O)c2cc3cc4ccc(OC)cc4nc3o2)CC1,·,29,·,33,-6,·,-1.4,·,-5
O=C(Nc1ccc(O)c2c(=O)cc(-c3ccccc3Cl)oc12)c1cccc(Cl)c1,100,-9,-2,-3,2,96,0.2,2,5
Cc1c(/C=N/Nc2ccc(C(=O)O)cc2)c2ccccc2n1C,90,34,-1,-9,7,89,1.5,-21,3
O=C(CSc1ccccn1)Nc1ccc2c(c1)OCCO2,102,8,-2,-5,11,97,-0.5,-1,2
COC(=O)c1cc(S(=O)(=O)N2CCOCC2)c(N2CCOCC2)cc1N1CCOCC1,112,16,-1,-12,8,112,6.4,14,-4
COc1ccc(C(=O)O)cc1S(=O)(=O)N1CCN(c2ccccn2)CC1,107,8,-7,-10,3,102,1.0,10,3
COc1ccc(CCC(C)N2CCc3ccccc3C2)cc1 (stereo unspecified),106,-10,9,5,1,105,-0.1,3,-3
CC(C(=O)NCC1CCCO1)c1ccc([N+](=O)[O-])cc1 (stereo unspecified),97,7,-3,-2,6,100,1.4,-3,0
CCOc1cccc(-c2nnc3sc(COc4ccc(C)cc4)nn23)c1,101,16,-2,-11,-20,101,3.5,3,5
COc1ccc(C(=O)n2nc(-c3ccc(Cl)cc3)nc2N)cc1OC,·,9,-3,2,8,·,-1.1,·,6
Cc1ccc(C(=O)NC(=S)NNS(=O)(=O)c2ccc(C)cc2)cc1,97,-4,-8,3,-1,100,-1.2,-1,4
CCc1c(C)c(C#N)c2nc3ccccc3n2c1N(C)C,107,7,-1,0,-2,107,-0.9,5,6
CCCc1nc(SCC(=O)N2CCC(C)CC2)c2c(=O)n(C)c(=O)n(C)c2n1,102,-3,-4,-36,-11,105,0.4,8,15
Cc1cc(C)nc(/N=C(\N)Nc2ccc(CC(=O)OC(C)C)cc2)n1,104,17,86*,3,-6,98,101*,4,-5
CCOC(=O)N1CCC(Nc2c(NCCCN3CCN(C4CCCCC4)CC3)c(=O)c2=O)CC1,96,-22,-1,4,-9,105,0.9,-1,-2
CCOC(=O)C1(CCOc2ccccc2)CCN(Cc2ccc(OCCO)cc2)CC1,100,0,-11,13,2,97,0.3,-1,-1
CC(C)(C)NC(=O)Cn1c(SCC(N)=O)nc2ccccc21,102,-12,-5,-2,6,104,-2.5,4,-2
CNC(=S)Nc1ccc2nc(C)c(C)nc2c1,94,21,4,-1,10,96,0.0,-5,-4
Cc1ccc(S(=O)(=O)N(C)C)cc1NC(=O)COC(=O)c1n[nH]c(=O)c2ccccc12,101,4,-2,-6,-1,104,2.0,2,-2
CCOC(=O)N1CCN(C(=O)CNC(=O)c2ccc(Br)cc2)CC1,108,3,-1,-10,2,102,-0.5,8,2
O=C(CSc1nnc(NC(=O)c2ccccc2F)s1)Nc1ccccc1F,100,20,-3,-8,-7,98,-1.2,-1,-6
CCN(c1ccccc1)S(=O)(=O)c1cc2c(cc1C)n(C)c(=O)c(=O)n2C,100,11,-3,-26,-13,102,-1.9,1,-4
N/C(=N\c1nc2ccccc2o1)NC(=O)c1ccccc1,·,13,-7,-11,-17,·,-1.0,·,3
CCOC(=O)C(CC)n1cnc2c(nnn2-c2ccc(C)cc2)c1=O (stereo unspecified),97,13,3,-12,12,96,-0.6,2,-10
Cc1ccc(NC(=O)NNC(=O)C2CCN(Cc3ccc(F)cc3Cl)CC2)cc1,94,-12,-6,7,-4,99,-0.6,-10,-6
Cc1c(Cl)cccc1NCC(=O)Nc1ccc(Cl)cc1F,114,-29,3,5,-17,107,2.3,10,-11
O=c1c2sc3nc(N4CCOCC4)c4c(c3c2ncn1CCc1ccccc1)CCCC4,·,3,-7,0,24,·,1.3,·,4
O=C(Nc1ccc(Cl)cc1)c1cc2c(cc1O)[nH]c1ccccc12,94,46,-4,20,44,96,38,-7,6
CCOC(=O)N1CCN(C(=O)COC(=O)CN(C)S(=O)(=O)c2ccc(NC(C)=O)cc2)CC1,104,6,1,-12,-1,99,-0.5,6,2
C=CCn1c(SCc2nc3ccccc3[nH]2)nnc1-c1ccc(OC)cc1,116,-16,-5,-19,11,106,0.8,4,4
COCCn1c(CCC(=O)O)ccc1-c1cccs1,101,4,-4,-18,-5,97,2.8,-4,8
CNc1cnn(-c2ccc(C)cc2)c(=O)c1Sc1ccc(C)cc1,96,10,-6,-18,-8,96,-0.6,-5,-4
Nc1nc2ccccc2n1C(=O)c1ccco1,84,22,3,0,12,97,-0.6,15,6
O=C(NC(=S)Nc1ccc(F)cc1)c1ccc2c(c1)OCCO2,90,16,-5,-2,-195,94,93*,-9,-10
O=C(Nc1cccc([N+](=O)[O-])c1)Nc1cccs1,94,-6,-8,0,36,101,15,-8,-1
CC1C/C(=N\NC(=O)c2cccnc2)CC(C)(C)C1 (stereo unspecified),105,-4,-4,5,-1,108,0.3,-1,-3
N/C(Cc1ccc([N+](=O)[O-])cc1)=N\OC(=O)CC1CCCCC1,92,-9,-3,-4,44,86,-7.6,-5,2
COc1ccc(-n2c(SCC(=O)NCc3ccco3)nc3c([nH]c4ccccc43)c2=O)cc1,100,4,3,-18,2,101,-2.1,6,0
Cc1ccc(NC(=O)CCC(=O)Nc2nnc(C3CCCCC3)s2)cc1,97,5,-7,-12,-13,100,0.8,2,19
CCOC(=O)C1=C(C)N(CCO)C(=O)NC1c1cccc(O)c1 (stereo unspecified),100,6,0,8,-8,100,0.1,1,4
Cc1ccc(NC(=O)CS(=O)CC(=O)NCC2CCCO2)cc1 (stereo unspecified),99,19,0,-1,-21,98,-2.4,-2,-4
COCCn1c(SCC(=O)Nc2nc(C)cs2)nnc1C(C)C,94,16,-9,-8,13,95,0.5,-8,-8
Nc1ccccc1SCc1cn2cccnc2n1,112,18,3,0,-10,111,1.0,6,-3
COc1ccc(N(CC(=O)NC2CC3CCC2C3)S(=O)(=O)c2ccccc2)cc1Cl (stereo unspecified),100,-3,-3,-42,-30,103,1.7,-1,-10
NS(=O)(=O)c1ccc(NC(=S)NNC(=O)c2cccs2)cc1,96,19,-4,0,-5,99,-0.2,-5,-2
O=C(CCN1C(=O)/C(=C\c2cccs2)SC1=S)Nc1nccs1,94,10,-2,-7,-3,91,23,-3,7
CCc1cccc(NC(=O)CCNS(=O)(=O)c2ccc3c(c2)oc(=O)n3C)c1,101,7,3,-11,-7,102,-1.4,4,-3
Oc1c(-c2cc(-c3ccco3)[nH]n2)ccc2ccccc12,94,-26,-1,0,-27,97,-1.5,-6,-2
O=C(CN1C(=O)/C(=C\c2cccs2)SC1=S)Nc1cccc(C(=O)O)c1,100,26,-3,-12,20,102,-0.6,1,2
CCOc1ccc(NC(=O)CSc2nnc(Cn3cnc([N+](=O)[O-])n3)n2C)cc1,92,0,-1,7,7,107,0.4,1,1
